# Screens: PubChem, National Center for Advancing Translational Sciences (NCATS)
# S-ASM inh: human S-ASM enzyme inhibition; placental ASM, HMU-PC fluorogenic substrate, 60 min; 340,000 tested, 0.006% active; P17405; Potency, µM (highest dose often 57.5 µM), for the others: at the highest dose activity change, negative = inhibition, usual class: inhibitors; also: potency is read from the fitted curve at half-maximal effect
#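 Fluorescence read-out (Ex 386 nm, Em 447 nm) after stopping the reaction at pH 10. Enzyme: ASM from human placenta; substrate HMU-PC0, 9 uM final; 60 min, 37 °C. Compound preincubation 10 min, ambient temperature.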
# Coupling enz: coupling enzyme interference in Giardia aldolase counter-screen; coupling enzyme system counterscreen, AmpLite Red fluorescence; activity change, negative = inhibition, % at 58.2 µM, hits read low; 290,000 tested, 0.67% active; AID 2472; in the data active = activity change below about -30%; also: % is scaled to controls: 0 for no effect and ±100 for the full control effect
#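 Final compound at 57.5 uM, incubated 10 min at RT with coupling enzyme reagent (glyceraldehyde-3-phosphate), then 20 min with substrate and AmpLite Red detection. Fluorescence read at 525/598 nm; tests interference with the coupling assay, not aldolase inhibition.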
# BCR signal inh: inhibitors of chronic active B-cell receptor signaling; 340,000 tested, 0.05% active; AID 493014; ABC-DLBCL IkBa-CBG/CBR reporter, luminescence ratio, 4 h; Potency, µM (highest dose often 46.1 µM), for the others: at the top dose ratio change, negative = lower green/red ratio, usual class: inhibitors; active = well fitted inhibition curve with a large enough effect in the signal ratio, with a control signal flat, not every such curve was filed as active; inconclusive = small, poorly fitted or top-dose-only effect, or effect the other way, or a change in a side signal; the % refers to the signal ratio;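 also: potency is read from the fitted curve at half-maximal effect; plate controls were basal doxycycline-induced cells for no effect and cells given 10 µM MG132 for full effect; MG132 reads +100%, hits lower the ratio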
#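 TMD8 ABC-DLBCL cells carrying doxycycline-inducible green luciferase fused to IkappaBalpha plus unfused red luciferase were exposed to compounds (up to 46 uM) for 4 hrs at 37C. Activity came from the overlap-corrected green/red luminescence ratio.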
# GALK inh: galactokinase (human) inhibition; P51570; Purified GALK, Kinase-Glo residual ATP luminescence; Potency, µM (titrated, usually from 57.5 µM), without a hit: at the top dose activity change, negative = inhibition, usual class: inhibitors; 270,000 tested, 0.007% active; also: potency is read from the fitted curve at half-maximal effect; % is scaled to controls: 0 for no effect and ±100 for the full control effect
# Target sequence (P51570 whole entry, looked up): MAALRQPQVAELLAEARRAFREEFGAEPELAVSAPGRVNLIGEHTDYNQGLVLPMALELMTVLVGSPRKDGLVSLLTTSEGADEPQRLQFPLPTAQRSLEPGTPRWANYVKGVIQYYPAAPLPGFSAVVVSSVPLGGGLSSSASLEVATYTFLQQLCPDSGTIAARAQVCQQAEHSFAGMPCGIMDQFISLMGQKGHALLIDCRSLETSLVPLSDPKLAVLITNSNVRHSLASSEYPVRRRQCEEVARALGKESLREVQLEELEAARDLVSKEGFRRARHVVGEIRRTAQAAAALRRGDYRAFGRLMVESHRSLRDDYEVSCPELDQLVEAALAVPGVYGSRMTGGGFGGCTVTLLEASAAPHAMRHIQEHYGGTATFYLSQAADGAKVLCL
#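 Quantitative HTS: GALK 5 nM, ATP 35 uM, galactose 100 uM, 1 h room temperature, then luciferase-based ATP detection.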
# Tb PFK inh: T. brucei PFK enzyme inhibition; AID 485367; O15648; Potency, µM (top dose mostly 57.5 µM), for the others: at the top dose activity, negative = inhibition, actives largely listed as inhibitors; T. brucei PFK, ADP-Glo luminescence; 330,000 tested, 0.17% active;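 also: potency is read from the fitted curve at half-maximal effect; 0% = uninhibited 1x PFK enzyme wells and -100% = no-enzyme wells; nearly all actives have a fitted effect of over 60% in size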
#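 PFK 1.25 nM, F6P 0.5 mM, ATP 0.1 mM, 0.1 M TEA pH 8.0, 5 mM MgCl2, 0.01% Tween20, 0.1% BSA; 45 min RT. ADP-Glo readout. qHTS titration up to 57 uM; curves fitted, compounds curve-classed.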
# TSG101-PTAP inh: blocks PTAP/TSG101 interaction to inhibit HIV-1 budding; Q99816; Potency, µM (series often up to 115 µM), without a hit: at the highest dose activity change, negative = inhibition, actives largely listed as inhibitors; Fluorescence polarization, FITC-PTAP peptide / Tsg101 binding; 340,000 tested, under 10 active; active = well fitted inhibition curve with a large enough effect in the main read-out, with a control signal flat, not every such curve was filed as active; inconclusive = small, poorly fitted or top-dose-only effect, or effect the other way, or a change in a side signal; inactive = no such curve, though single readings can be large or run the other way; also: potency is read from the fitted curve at half-maximal effect; % of control where 0% means no effect
#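 Fluorescence polarization binding of Tsg101 binding domain (10 uM final) to FITC-labeled PTAP peptide (50 nM final) in HEPES pH 7.5 buffer with NaCl, Tween 20, EDTA, TCEP. Compounds added before peptide; binding 20 min at RT.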
# Menin MLL FP TR: displaces Texas Red mutant MLL peptide from human menin. 270,000 tested, 0.23% active. Potency, µM (doses to about 61.6 µM), for inactives: top-dose FP activity change, negative = inhibition, most hits filed as inhibitors. Menin + Texas Red MLL mutant peptide, fluorescence polarization. O00255; active = well fitted inhibition curve with a large enough effect in the polarisation, with a control signal flat, not every such curve was filed as active; inconclusive = small, poorly fitted or top-dose-only effect, or effect the other way, or a change in a side signal; inactive = no such curve, though single readings can be large or run the other way; the % refers to the polarisation; also: potency is read from the fitted curve at half-maximal effect; % of control where 0% means no effect; many of its hits are not listed in these tables
# Target sequence (O00255 whole entry, looked up): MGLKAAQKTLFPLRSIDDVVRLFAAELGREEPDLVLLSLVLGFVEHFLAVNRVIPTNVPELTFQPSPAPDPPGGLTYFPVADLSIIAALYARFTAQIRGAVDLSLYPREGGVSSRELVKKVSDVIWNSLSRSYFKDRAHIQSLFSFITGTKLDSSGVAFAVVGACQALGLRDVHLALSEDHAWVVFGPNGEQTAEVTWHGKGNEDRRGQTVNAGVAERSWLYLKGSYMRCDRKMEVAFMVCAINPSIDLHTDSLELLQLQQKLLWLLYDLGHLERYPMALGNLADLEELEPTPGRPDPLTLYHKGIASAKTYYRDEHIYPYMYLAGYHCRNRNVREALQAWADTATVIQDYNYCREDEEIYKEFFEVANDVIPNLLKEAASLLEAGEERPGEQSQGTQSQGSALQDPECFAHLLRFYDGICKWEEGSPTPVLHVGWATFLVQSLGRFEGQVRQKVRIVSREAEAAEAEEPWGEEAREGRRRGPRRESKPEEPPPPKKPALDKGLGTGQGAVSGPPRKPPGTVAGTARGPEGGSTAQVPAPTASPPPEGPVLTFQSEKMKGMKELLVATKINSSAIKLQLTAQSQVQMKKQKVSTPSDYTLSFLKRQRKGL
# B2AR arrestin: recruits beta-arrestin to the human beta2-adrenergic receptor; P07550; beta-arrestin recruitment to beta2AR, cell-based reporter; Potency, µM (highest dose often 46.1 µM), inactives show top-dose activation, usual class: activators; 330,000 tested, 0.02% active; AID 492947;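 also: potency is read from the fitted curve at half-maximal effect; 0% = DMSO controls and full agonism = EC100 isoproterenol or metaproterenol; nearly all actives have a fitted effect of over 65% in size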
# Integrin act MD: activators of alpha7 integrin expression for muscular dystrophy; alpha7betagal myoblasts, beta-gal FDG fluorescence, 48 h; Potency, µM (top dose mostly 38.3 µM), for the others: at the top dose activation, most hits filed as activators; 350,000 tested, 0.064% active;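 also: potency is read from the fitted curve at half-maximal effect; 100% = response of the positive control SU9516; nearly all actives have a fitted effect of over 60% in size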
#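 alpha7betagal+/- myoblasts (passage 13, 250/well) treated 48 h at 37C with compounds at 1:260 dilution of DMSO stock. Lysed, then beta-galactosidase activity read as FDG fluorescence (ex 480/em 540) after 30 min, with pre-read for autofluorescence.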
# Giardia killer: Giardia lamblia killing | 340,000 tested, 0.15% active | Giardia lamblia trophozoite viability | AID 540267 | activity change, % at 7.66 µM, hits read low; in the data active = activity change below about -80%; inconclusive = between about -30% and that limit;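 also: parasites exposed to compound for two days anaerobically before the ATP read; % is scaled to controls: 0 for no effect and ±100 for the full control effect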
#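 ATP-content bioluminescence gauges trophozoite survival. Cells (100/well) receive compound and incubate anaerobically for 48 hrs at 37 deg C; detection reagent follows for 15-30 min at room temperature.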
# PKM2 act: increases activity of human pyruvate kinase M2; P14618; purified PKM2, Kinase-Glo ATP luminescence, activation; response scale: 0% is enzyme alone, no compound; Potency, µM (top dose mostly 57.5 µM), for the others: at the top dose activation, most hits filed as activators; 260,000 tested, 0.34% active; AID 1631; also: potency is read from the fitted curve at half-maximal effect; % is scaled to controls: 0 for no effect and ±100 for the full control effect; nearly all actives have a fitted effect of over 55% in size
#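 Purified hPK-M2 (>95% pure) converted ADP (0.1 mM final) to ATP with 0.5 mM PEP in 50 mM imidazole pH7.2, KCl, MgCl2, Tween 20, BSA; 1 h at room temperature. ATP detected by Kinase-Glo luminescence.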
# * = called active by the depositor; ? = inconclusive; nt = no result given; [ ] = remark or other dose. Unless noted, calls follow the shape of the dose curve; as a rule, active = well fitted curve in the direction sought with a large enough effect; inconclusive = small, poorly fitted or top-dose-only effect, or another doubt; inactive = no such curve, though single readings can be large; an effect the other way counts as inactive or inconclusive. These rows are one share of the data; the hit share may differ from the screen's.
SMILES,S-ASM inh,Coupling enz,BCR signal inh,GALK inh,Tb PFK inh,TSG101-PTAP inh,Menin MLL FP TR,B2AR arrestin,Integrin act MD,Giardia killer,PKM2 act
CN1CCN(c2nc(Nc3ccc(F)cc3)nc(Nc3ccc(F)cc3)n2)CC1,?,-1,0%,1%,6%,-1%,35%[activator],0.5%,-65%[inhibitor],1,nt
CC(=O)c1ccc(-n2c(=O)[nH]c(=O)c3c(N)c(C(=O)c4ccc(Cl)cc4)sc32)cc1,-28%,4,?,-1%,0%,-2%,nt,0.3%,-8%,-10,2%
O=C(/C=C/c1ccccc1)NCc1ccco1,-1%,2,?,-1%,0%,-4%,?,0.5%,9%,-12,-4%
CC(C)C[C@H](NC(=O)N1CCn2c1nc1ccccc12)C(=O)NCCc1ccccc1,-6%,0,?,13%,-1%,-8%,-8%,-1.5%,0%,-10,8%
CCOc1ccc(NS(=O)(=O)c2ccc(NC(C)=O)c(OC)c2)cc1,-1%,1,-18%,0%,2%,-6%,5%,0.1%,3%,-4,7%
O=c1cc(CCl)nc2sc3ccccc3n12,-5%,1,-2%,-1%,-2%,-7%,6%,-0.7%,-58%[inhibitor],-5,nt
Cc1ccc(CNC(=O)c2ccc3c(=O)n(CC4CCCO4)c(=S)[nH]c3c2)cc1 (stereo not drawn),2%,0,nt,2%,nt,4%,3%,nt,-7%[7.66 µM],13,0%
CC(C)(C)c1ccc(OCCCn2ccnc2)cc1,-2%,-1,0%,-1%,3%,0%,?,-0.2%,-31%,?,1%[11.5 µM]
Cc1ccccc1C(=O)N1c2ccccc2OCC1C(C)(C)C (stereo not drawn),-1%,0,7%,5%,0%,-7%,?,0.2%,16%,-18,nt
CCn1c(SCc2nc3ccccc3[nH]2)nnc1-c1cnccn1,0%,-16,-1%,0%,13%,-7%,-8%,0.1%,-4%,0,3%
COc1ccc(COC(=O)c2ccc(Cl)c(S(=O)(=O)N3CC(C)OC(C)C3)c2)cc1 (stereo not drawn),-5%,nt,1%,nt,-1%,0%,nt,0.1%,-26%,6,nt
Cc1ccc(C(=O)Nc2sc(C)c(C)c2C(=O)c2ccccc2)cc1,-25%,0,0%,-2%,-5%,2%,-4%,-1.1%,-5%,-3,-5%
CC1(C)C(=O)OC(c2cccn2-c2ccc([N+](=O)[O-])cc2)C(C)(C)C1=O (stereo not drawn),0%,2,3%,0%,4%,-3%,-14%,0.1%,2%,2,-3%
Cc1cccc2nc(COc3ccc4ccccc4c3Br)cn12,-14%,-1,?,1%,-1%,2%,nt,-0.7%,10%,?,-1%
COc1ccc(C(=O)Nc2ccccc2N2CCN(C(=O)C(C)C)CC2)cc1Cl,-3%,-2,15%,0%,-2%,-5%,-3%,0.4%,0%,-9,3%
CC(C)(C)c1ccc(Cn2nnc3c(=O)[nH]c(C4CCN(C(=O)Cc5cccs5)CC4)nc32)cc1,?,-3,?,-5%,-6%,-9%,15%,0.2%,6%,8,10%
Cc1cc(NC(=O)CCC(=O)N(Cc2ccco2)C(C)(C)C(=O)NC2CCCCC2)no1,0%,4,5%,0%,-6%,-5%,28%,-0.7%,-15%,-25,-8%
O=C(COc1ccc(Cl)cc1)Nc1cnn(Cc2c(Cl)cccc2Cl)c1,-5%,3,1%,0%,2%,-1%,?,-0.2%,0%,6,-1%
COc1ccc(CNC(=O)C(C)OC(=O)CN2C(=O)COc3ccccc32)cc1 (stereo not drawn),2%,-1,4%,2%,0%,0%,6%,0.4%,-13%,5,0%
CC(=O)O[C@@H]1[C@@]2(C)O[C@H]2CC[C@]23O[C@H]2[C@H](OC3=O)C2=C(C)C(=O)O[C@@]21O,-1%,5,-11%,nt,-7%,1%,-3%,-2.1%,31%,10,8%
COc1ccc(OC)c(S(=O)(=O)Nc2ccccc2SC)c1,3%,0,0%,0%,11%,-13%,2%,-0.4%,-16%,6,2%
O=C(CCc1ccncc1)NC1CCCc2c1cnn2-c1ccc(F)cc1F (stereo not drawn),4%,2,13%,1%,-4%,-2%,-7%,0.3%,-18%,14,3%[0.46 µM]
COc1cccc(/C(O)=C2/C(=O)C(=O)N(CCN(C)C)C2c2ccc(Br)cc2)c1 (stereo not drawn),5%,2,-1%,7%,0%,-8%,-7%,-0.1%,-7%,-5,-8%
Cc1cc(=O)[nH]c(SCC(=O)N2CCN(C(c3ccccc3)c3ccccc3)CC2)n1,1%,-5,-4%,0%,0%,-2%,-16%,0.3%,26%,8,1%
O=S(=O)(NCC(O)COCc1ccco1)c1cccs1 (stereo not drawn),-11%,0,1%,10%,?,-6%,-10%,0.0%,9%,-20,9%
SMILES,S-ASM inh,Coupling enz,BCR signal inh,GALK inh,Tb PFK inh,TSG101-PTAP inh,Menin MLL FP TR,B2AR arrestin,Integrin act MD,Giardia killer,PKM2 act
COc1ccc(S(=O)(=O)Nc2ccccn2)cc1OC,2%,0,-4%,-1%,9%,-1%,38%[activator],-0.1%,-12%,-17,3%
COc1ccc(/C=C/C(=O)c2cc(F)ccc2OC(=O)c2ccccc2C)cc1OC,9%,3,?,0%,3%,-2%,-4%,-1.8%,0%,8,3%
O=C(N/N=C/c1ccc(OC(=O)c2ccccc2Cl)cc1)c1cc(O)cc(O)c1,?,-2,?,-8%,-20%,-4%,?,3.6%,4%,-25,15%
CCc1ccc(CNC(=O)CCn2ccc3cc(S(=O)(=O)N4CCCC4)ccc32)cc1,-8%,-2,1%,9%,1%,1%,1%,-0.4%,-34%,0,1%[0.46 µM]
Cc1ccc(-c2cccc(OC(=O)c3ccccc3F)c2)cc1,14%,-2,-29%,-1%,-4%,-1%,nt,-0.5%,15%,-2,-4%
O=C(COc1ccc2ccc(=O)oc2c1)Nc1ccc2c(c1)OCCO2,86%[activator],-1,-14%,-2%,4%,-3%,4%,-0.8%,12%,-20,-1%
S=c1[nH]nc(-c2ccncc2)n1/N=C/C=C/c1ccco1,1%,-10,0%,-2%,?,-13%,?,-0.4%,20%,1,10%
CCOC(=O)c1cc(CC)sc1NC(=O)CN1CCN(C(=O)c2ccco2)CC1,-10%,nt,-1%,-5%,0%,-15%,nt,-0.3%,-14%,-15,5%
Cc1ccc(CN2CCN(/N=C/C(Br)=C\c3ccccc3)CC2)cc1,0%,-13,9%,0%,-25%,-2%,nt,-0.5%,-17%,1,-3%
CC(=O)Nc1ccc(S(=O)(=O)N2CCC(NC(=O)c3ccco3)CC2)cc1,3%,4,4%,-1%,-2%,0%,3%,-0.5%,5%,31[activator],1%
CC(NC(=O)C1C(=O)N(CCO)C2(C)CC1c1ccccc1O2)c1ccccc1 (stereo not drawn),4%,0,-1%,3%,-3%,-6%,-11%,-0.6%,-9%,-14,-2%
Cc1ccc(S(=O)(=O)N(C)C)cc1NC(=O)COC(=O)Cc1n[nH]c(=O)c2ccccc12,-1%,nt,-2%,3%,1%,-3%,nt,-1.0%,17%,2,-4%
COc1ccccc1NS(=O)(=O)c1cccc(C(=O)NN=C2CCCC2)c1,4%,0,2%,7%,-2%,-5%,12%,0.0%,-23%,8,2%
Cc1ccc(CNS(=O)(=O)CCNC(=O)c2ccccc2)cc1,-3%,nt,?,nt,-2%,-1%,nt,-0.7%,-18%,2,nt
Cc1ccc(-c2nc3c(c(=O)[nH]c(=O)n3Cc3ccccc3)n2C)o1,29%,0,?,0%,0%,8%,?,0.3%,1%,?,?
Cc1ccc(C(=O)NC(NC(=S)Nc2ccc(S(N)(=O)=O)cc2)C(Cl)(Cl)Cl)cc1 (stereo not drawn),-13%,-9,0%,nt,-2%,-1%,?,-0.5%,-16%,14,-2%
Cc1cccc(C(=O)NCCCn2ccnc2)c1C,45%,2,2%,2%,2%,-2%,?,-0.5%,-13%,11,nt
CC1(C)OC(=O)C(=CNc2ccc(F)cc2)C(=O)O1,3%,3,-1%,4%,3%,-5%,-1%,-0.1%,12%,-8,6%
COC(=O)CSc1nc2ncccc2[nH]1,-1%,2,1%,-2%,1%,0%,-5%,0.1%,2%,15,-12%
N/C(=N\c1nc(CSc2ccc(Cl)cc2)cc(=O)[nH]1)Nc1cccc2ccccc12,-2%,1,1%,1%,-3%,1%,0%,-0.2%,16%,-8,8%
